# GASC1 inh: blocks human GASC-1 (KDM4C) demethylase activity | Q9H3R0 | actives 0.15% (n = 96,000) | inhibition, % at 12.5 µM | GST-KDM4C 2-372, H3K9me3 peptide, LANCE TR-FRET;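 active = mean replicate inhibition above about 25%, with at least 55% of replicates also reaching it, limit read from the data, passing the limit was not always enough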
# Target sequence (Q9H3R0 2-372 limits assumed): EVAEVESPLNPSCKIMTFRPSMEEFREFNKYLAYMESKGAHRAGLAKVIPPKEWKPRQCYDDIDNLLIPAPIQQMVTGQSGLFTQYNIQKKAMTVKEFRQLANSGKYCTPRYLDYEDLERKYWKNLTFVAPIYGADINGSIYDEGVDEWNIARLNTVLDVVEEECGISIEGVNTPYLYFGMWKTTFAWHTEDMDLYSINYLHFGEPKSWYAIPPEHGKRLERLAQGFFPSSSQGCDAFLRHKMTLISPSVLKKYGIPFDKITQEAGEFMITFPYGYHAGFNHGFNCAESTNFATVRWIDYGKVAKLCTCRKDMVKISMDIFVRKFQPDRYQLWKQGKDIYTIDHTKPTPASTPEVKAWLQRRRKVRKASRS
#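 Test system: N-terminal GST-fused human GASC-1 (KDM4C) fragment, residues 2-372; quantity: GASC-1 enzyme at 10 nM final in reaction; dosing: single dose; schedule: 30 min demethylation and 1 h detection at room temperature; signal: LANCE TR-FRET, excitation 340 nm, emissions 618 and 671 nm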
# Pf Dd2 inh: P. falciparum Dd2 growth inhibition | SYBR Green, 72 h; stronger effect = lower value | activity change, % at 10 µM | actives 2.3% (n = 94,000); in the data active = activity change below about -80%
# T cruzi growth: T. cruzi proliferation inhibition; T. cruzi beta-gal in NIH3T3, GalScreen luminescence, 90 h; inhibition, % at 8.34 µM; actives 5.9% (n = 77,000); AID 624255;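 active = mean inhibition above about 93%, with at least 55% of replicates each passing it, limit read from the data, passing the limit was not always enough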
# C diff HTS: blocks growth of Clostridium difficile; Clostridium difficile clinical isolate growth, OD600, 24 h; stronger effect = lower value; actives 0.25% (n = 86,000); growth activity, negative = inhibition, % at 16 µg/mL (by protocol);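 active = mean growth activity at or below -80% and every replicate also at or below -80%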;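 note: 0% = DMSO wells and -100% = levofloxacin 16 µg/mL wells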
# Numbers without * were called inactive; . = no result given; & = joins results of further samples.
# Preview (four entries):
SMILES,GASC1 inh,Pf Dd2 inh,T cruzi growth,C diff HTS
Cc1ccccc1-c1ccc2c(c1)O[C@@H](CN(C)Cc1ccc(C(=O)O)cc1)[C@@H](C)CN([C@@H](C)CO)S2(=O)=O,0.4,-5,.,-6
COc1cccc(S(=O)(=O)Nc2ccc3c(c2)[C@H]2C[C@@H](CC(=O)NC4CCCCC4)O[C@H](CO)[C@H]2O3)c1,.,-18,15,43
CCS(=O)(=O)N1CC2(CN(C(=O)c3ccc(F)cc3)[C@@H](CO)c3c2c2ccc(OC)cc2n3C)C1,-0.3,1,.,0
CCS(=O)(=O)N1CC(=O)N2[C@@H](CO)[C@H](c3ccc(C#CCc4ccccc4)cc3)[C@@H]2C1,-0.5,-46,.,29

# The list itself, from the first entry:
SMILES,GASC1 inh,Pf Dd2 inh,T cruzi growth,C diff HTS
Cc1ccccc1-c1ccc2c(c1)O[C@@H](CN(C)Cc1ccc(C(=O)O)cc1)[C@@H](C)CN([C@@H](C)CO)S2(=O)=O,0.4,-5,.,-6
COc1cccc(S(=O)(=O)Nc2ccc3c(c2)[C@H]2C[C@@H](CC(=O)NC4CCCCC4)O[C@H](CO)[C@H]2O3)c1,.,-18,15,43
CCS(=O)(=O)N1CC2(CN(C(=O)c3ccc(F)cc3)[C@@H](CO)c3c2c2ccc(OC)cc2n3C)C1,-0.3,1,.,0
CCS(=O)(=O)N1CC(=O)N2[C@@H](CO)[C@H](c3ccc(C#CCc4ccccc4)cc3)[C@@H]2C1,-0.5,-46,.,29
CC(C)NC(=O)Nc1ccc2c(c1)C(=O)N(C)[C@@H]1CC[C@H](CC(=O)NC3CCCCC3)O[C@H]1CO2,3.0,2,12,0
CC(=O)N1[C@H](CO)[C@@H](c2ccccc2)[C@H]1CN(C(=O)c1ccccc1)C(C)C,0.3,-5,52,6
C[C@@H]1CN([C@H](C)CO)C(=O)c2cc(C#CC3(O)CCCC3)cnc2O[C@H]1CN(C)S(C)(=O)=O,-1.3,15,-21,-5
C[C@@H]1CN([C@H](C)CO)C(=O)c2cc(NC(=O)CCN3CCOCC3)ccc2O[C@@H]1CN(C)Cc1ccc2c(c1)OCO2,0.2,20,3,-1
O=C(Nc1ccc2c(c1)[C@@H]1C[C@H](CC(=O)N3CCCCC3)O[C@H](CO)[C@@H]1O2)NC1CCCC1,0.4,2,68,-5
CCCN(C)C[C@@H]1Oc2ncc(-c3ccccc3F)cc2C(=O)N([C@H](C)CO)C[C@@H]1C,1.4,-61,30,4
C[C@@H]1CCCCO[C@@H](CN(C)Cc2ccc3c(c2)OCO3)[C@@H](C)CN([C@H](C)CO)C(=O)c2cc(NC(=O)CCCN(C)C)ccc2O1,1.8,18,-11,4
CNC(=O)C[C@@H]1CC[C@H]2[C@@H](COc3ccc(NC(=O)c4cccc(OC)c4)cc3C(=O)N2C)O1,-1.4,-4,-22,-2
C[C@H](CO)N1C[C@H](C)[C@@H](CN(C)S(=O)(=O)c2ccc(Cl)cc2)Oc2ccc(NC(=O)c3ccncc3)cc2CC1=O,17,-15,-154,-1
C[C@@H]1CN([C@H](C)CO)C(=O)c2cc(NC(=O)c3ccccc3)ccc2O[C@@H](C)CCCCO[C@@H]1CN(C)S(C)(=O)=O,0.2,.,-34,-2
COc1ccc(S(=O)(=O)Nc2ccc3c(c2)C(=O)N([C@H](C)CO)C[C@H](C)[C@@H](CN(C)C(=O)c2ccccc2)OCCCC[C@@H](C)O3)cc1,2.4,-4,18,-5
C[C@H]1CN([C@@H](C)CO)C(=O)Cc2cc(NS(=O)(=O)c3cccs3)ccc2O[C@H]1CN(C)C(=O)NC1CCCCC1,0.2,29,10,3
COc1cccc(-c2ccc([C@@H]3[C@H](CO)N(C(=O)C4CC4)C34CN(C(C)=O)C4)cc2)c1,0.1,2,.,0
CC(C)NC(=O)Nc1ccc2c(c1)CC(=O)N([C@@H](C)CO)C[C@H](C)[C@@H](CN(C)C(=O)Nc1ccc(F)cc1)O2,-0.4,-2,-11,1
O=C(C[C@@H]1CC[C@H]2[C@@H](COC[C@@H](O)CN2S(=O)(=O)c2ccccc2)O1)NCCN1CCCC1,0.5,9,.,-9
COC(=O)C[C@H]1CC[C@@H]2[C@@H](COc3ccc(NC(=O)Nc4ccccc4C)cc3C(=O)N2C)O1,1.2,-4,4,11
O=C(Nc1cc(F)ccc1F)N1C[C@@H]2[C@H](c3ccccc31)[C@H](CO)N2Cc1ccncc1,0.0,5,28,5
CO[C@@H]1CN(C)C(=O)c2ccc(NC(C)=O)cc2OC[C@H](C)N(Cc2cccnc2)C[C@H]1C,2.7,.,-5,.
COc1ccc(CNC(=O)C[C@@H]2CC[C@H](NS(=O)(=O)c3cccc(OC)c3)[C@@H](CO)O2)cc1,0.4,.,.,-3
C[C@@H]1CN([C@@H](C)CO)C(=O)c2cccc(NS(=O)(=O)c3cn(C)cn3)c2O[C@@H]1CN(C)C(=O)Nc1ccc(C(F)(F)F)cc1,1.1,-38,-89,-4
O=C(O)C[C@@H]1C[C@H]2c3cc(NC(=O)CC4CC4)ccc3O[C@H]2[C@H](CO)O1,2.3,8,-1,4
COc1ccc(S(=O)(=O)N(C)C[C@@H]2OCCCC[C@@H](C)Oc3ccc(N(C)C)cc3C(=O)N([C@@H](C)CO)C[C@@H]2C)cc1,0.9,.,47,-2
C[C@@H]1CCCCO[C@H](CN(C)C(=O)C2CCCCC2)[C@H](C)CN([C@H](C)CO)C(=O)c2cc(N(C)C)ccc2O1,3.8,.,3,-1
CN1C(=O)c2cc(NC(=O)c3cscn3)ccc2OC[C@@H]2O[C@@H](CC(=O)N3CCCCC3)CC[C@@H]21,3.0,-6,-13,-5
C[C@@H]1CN([C@@H](C)CO)C(=O)Cc2cc(NC(=O)Cn3cnnn3)ccc2O[C@@H]1CN(C)Cc1ccc(C(=O)O)cc1,2.5,-1,8,-1
C[C@@H]1CN([C@@H](C)CO)C(=O)c2cc(-c3cccc(F)c3)cnc2O[C@H]1CN(C)C(=O)C1CCC1,-0.7,35,.,2
C[C@H](CO)N1C[C@H](C)[C@@H](CN(C)C(=O)Nc2ccc(F)cc2)Oc2ccc(NS(=O)(=O)c3cccs3)cc2CC1=O,-0.8,1,23,1
O=C(C[C@H]1CC[C@@H](NS(=O)(=O)c2ccc(F)cc2)[C@@H](CO)O1)NC1CCC1,-1.9,-8,-22,-4
C[C@@H]1CN([C@@H](C)CO)C(=O)c2cccc(NS(=O)(=O)c3ccccc3)c2O[C@@H]1CN(C)Cc1ccc(Oc2ccccc2)cc1,2.0,-63,39,44
C[C@@H]1CN([C@H](C)CO)C(=O)c2cc(C#CCN(C)C)cnc2O[C@@H]1CN(C)Cc1ccc(F)cc1,2.1,23,13,-2
O=C(Nc1cc(F)ccc1F)N1CCCCN2[C@H](CO)[C@H](c3ccc(C4=CCCCC4)cc3)[C@@H]2C1,-1.6,24,82,-9
Cc1ccc(S(=O)(=O)N(C)C[C@@H]2Oc3ccc(NC(=O)Cc4ccccc4)cc3C(=O)N([C@H](C)CO)C[C@H]2C)cc1,7.6,-31,34,-2
CC(=O)N1[C@H](CO)[C@H](c2ccccc2)[C@@H]1CN(C(=O)c1ccccc1)C(C)C,-0.5,8,85,8
COc1cccc(S(=O)(=O)N(C)C[C@H]2OCc3ccccc3-c3c(n(C)c4ccccc34)C(=O)N([C@H](C)CO)C[C@@H]2C)c1,-4.4,-56,63,3
O=C(C1CC1)N1CCCCN2[C@H](C1)[C@H](c1ccc(C#CC3CC3)cc1)[C@@H]2CO,.,20,60,4
C[C@@H]1CN([C@H](C)CO)C(=O)c2cc(NS(=O)(=O)c3cn(C)cn3)ccc2O[C@@H](C)CCCCO[C@H]1CN(C)S(=O)(=O)c1ccc(F)cc1,11,4,.,-5
CCCC(=O)Nc1ccc2c(c1)OC[C@H](C)N(C)C[C@@H](C)[C@@H](OC)CN(C)C2=O,0.7,.,61,-3
C[C@H]1CN([C@@H](C)CO)C(=O)c2ccccc2-c2ccccc2CO[C@@H]1CN(C)S(=O)(=O)c1cn(C)cn1,1.7,4,61,-1
CN1C(=O)c2cc(NC(=O)Cc3cccs3)ccc2OC[C@H]2O[C@@H](CC(=O)N[C@@H]3CCN(Cc4ccccc4)C3)CC[C@@H]21,4.1,.,69,2
C[C@@H]1CN([C@H](C)CO)C(=O)c2cc(NC(=O)CCN3CCOCC3)ccc2O[C@@H]1CN(C)C(=O)Nc1ccc(F)cc1,0.8,40,-1,6
Cc1noc(C)c1NC(=O)Nc1cccc2c1O[C@@H](CN(C)S(=O)(=O)c1cccs1)[C@H](C)CN([C@H](C)CO)C2=O,-0.4,-7,-22,.
CC(C)CC#Cc1cnc2c(c1)C(=O)N([C@@H](C)CO)C[C@@H](C)[C@@H](CN(C)C(=O)c1ccccc1)O2,1.1,-3,66,2
C[C@H]1CN([C@@H](C)CO)C(=O)CCCn2cc(nn2)CO[C@@H]1CN(C)C(=O)Nc1ccc(-c2cccs2)cc1,-0.9,-30,-121,.
COc1cccc(C(=O)Nc2ccc3c(c2)C(=O)N(C)[C@@H]2CC[C@@H](CC(=O)N[C@H](C)c4ccccc4)O[C@@H]2CO3)c1,0.6,-15,36,-4

# In a second layout: results already given.
SMILES | GASC1 inh | Pf Dd2 inh | T cruzi growth | C diff HTS
Cc1noc(C)c1NC(=O)Nc1cccc2c1O[C@@H](CN(C)S(=O)(=O)c1cccs1)[C@H](C)CN([C@H](C)CO)C2=O | -0.4 | -7 | -22 | .
CC(C)CC#Cc1cnc2c(c1)C(=O)N([C@@H](C)CO)C[C@@H](C)[C@@H](CN(C)C(=O)c1ccccc1)O2 | 1.1 | -3 | 66 | 2

# (list continues)
SMILES,GASC1 inh,Pf Dd2 inh,T cruzi growth,C diff HTS
CC(=O)N[C@@H]1C=C[C@@H](CC(=O)NCC2CCCCC2)O[C@@H]1CO,0.5,2,46,-5
O=C(C[C@H]1C[C@@H]2c3cc(NC(=O)C4CCC4)ccc3O[C@@H]2[C@@H](CO)O1)NCc1ccc(-c2ccccc2)cc1,-2.6,4,54,-6
COc1cccc(-c2ccc(C3[C@@H]4CN(C(=O)C5CCC5)C[C@H]3N4)cc2)c1 (stereo partly specified),-2.8&-0.3,-71&-14,.,15&-1
CCC(=O)N1[C@H](CO)[C@@H](c2ccc(/C=C/c3ccccc3)cc2)C12CN(S(C)(=O)=O)C2,1.7,-8,.,-9
COc1ccccc1NC(=O)N[C@@H]1C=C[C@H](CC(=O)N2CCC(Cc3ccccc3)CC2)O[C@@H]1CO,0.3,-14,-64,.
COc1ccc2c3c([nH]c2c1)[C@@H](CO)N(Cc1ccccc1)CC31CCN(Cc2cncnc2)CC1,-1.8,-91*,.,12
C[C@@H]1CN([C@H](C)CO)C(=O)c2cc(NC(=O)Cc3cn(C)c4ccccc34)ccc2O[C@H]1CN(C)C(=O)Nc1ccccc1,-1.3,-1,-10,5
CC(C)C#Cc1cnc2c(c1)C(=O)N([C@H](C)CO)C[C@@H](C)[C@H](CN(C)C(=O)CC1CC1)O2,.,-22,17,-6
Cc1noc(C)c1S(=O)(=O)Nc1ccc2c(c1)C(=O)N([C@H](C)CO)C[C@H](C)[C@@H](CN(C)Cc1ccc(Cl)c(Cl)c1)OCCCC[C@H](C)O2,5.4,-27,.,23
C[C@@H](NC(=O)C[C@H]1CC[C@@H]2[C@H](COC[C@H](O)CN2Cc2ccc(C(F)(F)F)cc2)O1)c1ccccc1,0.9,-4,64,0&-4
Cc1ccc(S(=O)(=O)N(C)C[C@@H]2OCCCC[C@@H](C)Oc3ccc(NC(=O)Cc4ccccc4)cc3C(=O)N([C@@H](C)CO)C[C@H]2C)cc1,0.6,-70,64,.
COc1ccc(NC(=O)Nc2ccc3c(c2)CC(=O)N([C@H](C)CO)C[C@@H](C)[C@H](CN(C)C(=O)Nc2ccccc2)O3)cc1,-3.0,20,25,-5
C[C@H](NC(=O)C[C@@H]1CC[C@@H]2[C@H](COC[C@H](O)CN2C(=O)Nc2cccc(Cl)c2)O1)c1ccccc1,2.2,-13,77,27&-40
COc1ccc(S(=O)(=O)N(C)C[C@@H]2Oc3ccc(NS(=O)(=O)c4c(C)noc4C)cc3CC(=O)N([C@H](C)CO)C[C@H]2C)cc1,-1.7,-16,10,24

# Source: PubChem BioAssay

# Compounds as they come; about 6.7% have a hit in one of these screens.
